Bioassay records: PubChem, The Scripps Research Institute Molecular Screening Center
TDP2 inh = TDP2 (human) inhibition, absorbance primary screen; O95551; recombinant TDP2, T5PNP hydrolysis, p-nitrophenol absorbance 415 nm; inhibition, % at 12.8 µM; 370,000 tested, 0.34% active; AID 720702;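 active = inhibition above the mean of all tested compounds plus 3 SD, set per campaign, cut at about 25% in these data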;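 note: 0% = DMSO with enzyme and 100% = buffer with substrate but no TDP2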
Target sequence (O95551 whole entry, looked up): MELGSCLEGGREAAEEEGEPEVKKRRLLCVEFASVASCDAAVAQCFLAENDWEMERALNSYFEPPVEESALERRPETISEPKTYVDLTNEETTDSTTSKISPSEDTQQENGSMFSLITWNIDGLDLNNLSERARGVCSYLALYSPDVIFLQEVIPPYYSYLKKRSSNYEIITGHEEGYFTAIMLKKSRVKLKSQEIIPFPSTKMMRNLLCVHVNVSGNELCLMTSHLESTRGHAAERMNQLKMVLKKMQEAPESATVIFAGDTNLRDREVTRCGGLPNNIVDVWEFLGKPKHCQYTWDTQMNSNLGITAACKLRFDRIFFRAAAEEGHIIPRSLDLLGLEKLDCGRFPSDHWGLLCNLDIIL
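Assay system: recombinant human TDP2 / Reagent: T5PNP substrate at 5 mM, a TopII-DNA adduct mimic / Measured by: epi absorbance from released p-nitrophenol / Evaluation: % inhibition relative to enzyme-containing and enzyme-free wells / Control set: enzyme-free and DMSO wells / Replicates: each compound tested once, singlicate / Schedule: enzyme reaction with compound for 2 h at 37 °C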
Tn7 DDE FP = DD(E)-Tn7 binding inhibition, primary FP screen | 370,000 tested, 0.13% active | FP displacement of FITC-Tn7 peptide from fibrin DD(E); 0% = median of compound wells per plate | inhibition, % at 8.3 µM;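 active = inhibition above the mean of compounds falling within the control limits plus 3 SD of them, cut at about 14% in these data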;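 note: 0% = plate median of compound wells and 100% = 10 µM Aha-Tn7 peptide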
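System: human fibrin DD(E); quantity: Fibrin-DD(E) at 2 µM final; also added: fluorescent Tn7 probe at 0.1 µM; compound dosing: single nominal test concentration of 8.3 µM per compound; schedule: 10 min preincubation, 3 h with tracer, room temperature; detection: fluorescence polarization of the labelled Tn7 tracer; repeats: one replicate per compound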
UHRF1 binding = human UHRF1 methylated DNA binding inhibitors | Q96T88 | UHRF1 binding to methylated oligo, TR-FRET | inhibition, % at 4.4 µM | 370,000 tested, 0.75% active | AID 687016; in the data active = inhibition above about 21%;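 note: UHRF1 SRA domain binding a hemimethylated CpG hairpin DNA probe; 0% = median of test compound wells and 100% = reference inhibitor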
ABHD4 inh = ABHD4 (mouse) inhibition, primary FP screen; Q8VD66; purified mABHD4, FP-Rh probe fluorescence polarization; inhibition, % at 8.92 µM; 370,000 tested, 0.54% active; AID 720543;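 active = inhibition exceeding the mean over every tested compound plus 3 SD, cut at about 30% in these data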;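 note: 0% = plate median of compound wells and 100% = S159A mutant with DMSO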
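Assay system: mABHD4 protein; medium: HEPES pH 7.0, NaCl, Pluronic buffer; dosing: 8.92 µM, single dose; schedule: 45 min + 60 min at 25 °C; signal: FP readout, ex 525 nm / em 598 nm; read-out: normalized percent inhibition of probe labeling; repeats: single replicate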
LEDGF integ inh = blocks HIV-1 LEDGF/p75-dependent DNA integration; 370,000 tested, 0.64% active; TR-FRET IN-LEDGF/p75 DNA integration, Eu/Cy5; inhibition, % at 3.7 µM; AID 743269;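 active = inhibition above the screen-wide mean plus 3 SD, cut at about 13% in these data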;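 note: signal is the Cy5 over europium emission ratio at 671 and 618 nm; 0% = plate median of compound wells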
SIAE primary = blocks human sialic acid acetylesterase; SIAE FP-Rh probe binding, fluorescence polarization; inhibition, % at 9.66 µM; 370,000 tested, 0.69% active; AID 1053197;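 active = inhibition above a cutoff: mean of compounds within the control limits plus 3 SD of those, cut at about 17% in these data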;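 note: 0% = plate median of compound wells and 100% = probe without SIAE protein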
TCR-CD3 inh = inhibitors of human TCR-CD3 interaction; 360,000 tested, 0.37% active; TAMRA-labeled TCR probe fluorescence, biochemical; inhibition, % at 9.4 µM; in the data active = inhibition above about 19%;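 note: recombinant mutant TCR 2C K166C tagged with TAMRA read by polarization; 0% = receptor in buffer alone and 100% = receptor with positive control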
HTRA1 inhibitor = inhibitors of human serine peptidase HTRA1; recombinant HTRA1, FP-rhodamine activity-based probe, fluorescence polarization; Q92743; inhibition, % at 5.96 µM; AID 504803; 340,000 tested, 0.5% active; in the data active = inhibition above about 36%;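 note: 0% = enzyme with DMSO and 100% = wells lacking enzyme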
Target sequence (Q92743 whole entry, looked up): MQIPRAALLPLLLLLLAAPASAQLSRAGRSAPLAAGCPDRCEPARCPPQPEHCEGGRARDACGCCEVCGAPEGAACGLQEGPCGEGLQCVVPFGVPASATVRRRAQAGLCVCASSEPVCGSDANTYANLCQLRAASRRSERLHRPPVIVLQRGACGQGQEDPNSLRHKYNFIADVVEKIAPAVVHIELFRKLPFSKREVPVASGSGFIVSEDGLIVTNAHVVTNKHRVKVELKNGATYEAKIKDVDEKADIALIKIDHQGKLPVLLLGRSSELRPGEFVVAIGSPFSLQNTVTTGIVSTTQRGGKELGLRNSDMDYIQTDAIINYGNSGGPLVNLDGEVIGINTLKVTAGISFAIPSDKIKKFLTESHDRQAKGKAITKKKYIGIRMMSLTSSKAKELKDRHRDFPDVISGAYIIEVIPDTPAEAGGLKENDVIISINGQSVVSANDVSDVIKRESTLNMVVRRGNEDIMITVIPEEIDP
PG9 binder = small molecules binding HIV-1 gp120 antibody PG9; TR-FRET gp120-PG9 antibody binding; inhibition, % at 6.7 µM; 360,000 tested, 0.43% active; AID 624416; in the data active = inhibition above about 8.5%
PRMT1 FP inh = inhibitors of human PRMT1. inhibition, % at 2.79 µM. 370,000 tested, 1.3% active. recombinant PRMT1, activity-based probe fluorescence polarization. Q99873;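 active = inhibition above about 21% made by adding two undisclosed values, limit read from the data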
Active calls of the source: *; nt = not tested or not shown.

SMILES	TDP2 inh	Tn7 DDE FP	UHRF1 binding	ABHD4 inh	LEDGF integ inh	SIAE primary	TCR-CD3 inh	HTRA1 inhibitor	PG9 binder	PRMT1 FP inh
N#CC(C(=O)NCc1ccccc1)c1nc2ccccc2nc1N1CCCC1 (centres undefined)	-1	6	-11	2	1	4	7	-2	-1.0	-3
Cc1ccc(CCSc2ccc(F)cc2)cn1	-3	-1	3	2	-3	1	6	nt	0.5	-3
COc1ccccc1[C@@H]1C(c2cccc(Cl)c2)=NN(c2ccc(Br)cc2)[C@H]1C(=O)N1CCOC1=O	1	4	4	-6	2	-3	-3	-11	0.4	1
COC(=O)[C@]1(C)N[C@H](CN(C)C(=O)c2ccccc2)[C@@H]2C(=O)N(Cc3ccccc3)C(=O)[C@@H]21	8	5	-2	3	-4	4	2	-2	0.1	2
O=C(COC(=O)/C=C/c1cccc(C(F)(F)F)c1)NC1CCS(=O)(=O)C1 (centres undefined)	1	-1	-1	1	2	7	-5	-4	-1.2	-1
CCS(=O)(=O)C1=NN2C(=N)/C(=C\c3ccc(SCc4ccco4)o3)C(=O)N=C2S1	17	-7	38*	-131	43*	-69	-49	-105	-3.3	30*
O=C(CCN1C(=O)/C(=C\C=C\c2ccccc2)SC1=S)Nc1cccc(C(=O)O)c1	14	-8	-2	-9	1	6	4	-11	-1.8	2
Cc1ccccc1C(=O)NNc1ccc(-c2csnn2)cc1	0	7	2	2	-5	-2	-5	-5	0.9	27*
CCCCNC1=NCCS1	-2	3	4	-8	6	0	-6	9	-1.6	2
COc1ccccc1NS(=O)(=O)c1cc(C(=O)NCC(c2ccc(F)cc2)N2CCOCC2)ccc1C (centres undefined)	-2	-2	0	4	4	10	6	-4	1.6	2
Cc1ccccc1C(=O)OCCCN=C1NS(=O)(=O)c2ccccc21	-7	-4	5	-12	1	1	-5	-3	-0.1	0
Cc1cccc2cc(CN(CCCO)C(=O)Nc3ccccc3Cl)c(=O)[nH]c12	3	2	-1	5	4	1	-7	-5	-0.1	-2
Fc1ccccc1-c1nc(NCc2ccco2)c2ccccc2n1	4	2	-1	-9	-3	-9	4	-29	1.4	0
O=C(Cn1nnc(-c2ccncc2)n1)N1CCc2ccccc21	5	-9	0	-1	-1	-1	-5	-6	-0.9	-3
O=C(NCc1ccccc1)C(=O)NCC1OCCCN1S(=O)(=O)c1cccs1 (centres undefined)	-2	5	2	2	-2	-4	-1	7	0.0	4
CC(C)C1N=C(NC(=O)OCc2ccccc2)NC1=O (centres undefined) (tested in a mixture with another compound)	-3	6	5	-7	-1	0	nt	nt	nt	8
COc1ccccc1CNC(=O)C1CCN(C(=O)c2sccc2-n2cccc2)CC1	6	9	3	7	-3	1	-2	-1	1.4	1
CC(c1ccccc1)n1c(SCC(=O)N2CC(=O)Nc3ccccc32)nc2ccccc2c1=O (centres undefined)	0	2	-2	-15	3	-9	7	-42	-1.7	3
O=C(c1ccc(S(=O)(=O)NCc2ccco2)cc1)N1CCN(Cc2ccc3c(c2)OCO3)CC1	11	-6	-2	3	-1	8	3	3	-1.1	0
COc1ccccc1N1CCN(/N=C/c2ccc(O)c(O)c2)CC1	-8	-5	-4	28	-1	5	1	nt	-0.9	11
O=C(CCCCCl)Nc1c2c(nc3ccccc13)CCC2	2	2	-1	-4	2	9	2	0	-0.8	-4
Nc1nc(NCc2ccc(Cl)cc2)nc(NCCO)c1[N+](=O)[O-]	0	2	0	-1	-6	-2	-3	-4	-0.8	4
S=C(NCCc1ccccn1)Nc1cccc(Cl)c1	-2	4	-1	2	-1	-5	5	-6	-0.9	-2
CCc1ccc(NC(=O)CSc2ccc(-c3sc(C)nc3C)nn2)cc1	-6	4	-2	-9	1	-1	10	-21	-8.2	-3

Full records, looked up by structure. Values in the order: TDP2 inh | Tn7 DDE FP | UHRF1 binding | ABHD4 inh | LEDGF integ inh | SIAE primary | TCR-CD3 inh | HTRA1 inhibitor | PG9 binder | PRMT1 FP inh
`O=C(c1ccc(S(=O)(=O)NCc2ccco2)cc1)N1CCN(Cc2ccc3c(c2)OCO3)CC1` across the screens: 11 | -6 | -2 | 3 | -1 | 8 | 3 | 3 | -1.1 | 0
`CCc1ccc(NC(=O)CSc2ccc(-c3sc(C)nc3C)nn2)cc1` across the screens: -6 | 4 | -2 | -9 | 1 | -1 | 10 | -21 | -8.2 | -3

Next results:
SMILES	TDP2 inh	Tn7 DDE FP	UHRF1 binding	ABHD4 inh	LEDGF integ inh	SIAE primary	TCR-CD3 inh	HTRA1 inhibitor	PG9 binder	PRMT1 FP inh
Cc1cccc(-c2nc(S(=O)(=O)c3ccccc3)c(N3CCOCC3)o2)c1	7	3	-1	0	0	5	-3	0	2.3	0
COc1ccc(NC(=O)c2cc(C3CCCCN3S(=O)(=O)c3ccccc3)on2)c(C)c1 (centres undefined)	7	-3	4	-6	1	-3	1	nt	-1.6	-1
COC(=O)[C@]1(Cc2ccccc2)N[C@H](c2ccc(-c3ccccc3)cc2)[C@@H]2C(=O)N(C)C(=O)[C@@H]21	8	-1	1	-9	1	5	1	-27	-0.4	0
COc1ccc(NC(=O)Nc2cc(F)ccc2C)cc1	7	2	-1	-3	2	20*	9	2	-0.3	-3
Cc1cc(N(C)C)cc(C)[n+]1[O-]	-12	1	5	-3	-2	1	-3	3	0.6	4
Cc1ccc(OCCCC(=O)Nc2ccc3c(c2)OCCO3)cc1	8	-1	2	0	0	0	3	-2	-1.7	4
O=C(CCCN1C(=O)c2cccnc2C1=O)N1CC(=O)N(CCc2ccccc2)C(=O)C1	5	-4	0	7	-4	1	9	2	1.5	0
Cc1noc(C)c1S(=O)(=O)N(C)C[C@H]1Oc2c(NC(=O)C3CCCCC3)cccc2C(=O)N([C@H](C)CO)C[C@@H]1C	-14	-8	4	-3	2	-6	-8	1	-3.0	-3
CC(=O)c1cc(C(c2csc(C(C)=O)c2)c2csc(C(C)=O)c2)cs1	-10	-11	2	-5	0	3	1	-3	-0.5	0
Cc1ccccc1-c1nnn(CC(=O)N2CCN(C(=O)c3ccco3)CC2)n1	4	-7	-1	0	4	-2	13	1	0.8	-1
O=C(COC(=O)/C=C/c1cccc(Cl)c1)NCCc1ccc(Cl)cc1Cl	-8	-2	7	2	-1	0	-4	-13	0.2	1
COC(=O)c1ccc(/C=C/c2ccc3cccc(OC)c3n2)cc1	1	1	-3	-22	-1	-10	7	-33	2.9	-1
CCOC(=O)C1CCCN(C(=O)c2ccc3ncsc3c2)C1 (centres undefined)	5	5	0	2	4	0	5	2	0.2	4
CCOC(=O)N1CCN(C(=O)CCNS(=O)(=O)c2cc(Br)cnc2N)CC1	-1	-2	-1	5	1	-4	-1	-3	-0.9	0
COCCCNC(=O)CSc1nc2ccccc2c(=O)n1Cc1ccc2c(c1)OCO2	-1	2	3	5	-4	6	-3	2	-1.6	4
CCc1cccc(OCC(=O)Nc2ccc(C)c(S(=O)(=O)N3CCCCCC3)c2)c1	-5	4	2	-37	-6	-62	-1	-56	0.2	0
COc1cc(C(=O)COC(=O)c2ccc([N+](=O)[O-])o2)cc(OC)c1OC	10	0	6	11	1	4	-6	3	-2.2	5
NC(N)=NC(N)=Nc1ccc(O)cc1	8	8	0	2	-1	8	3	2	0.5	3
COc1ccccc1-c1nnc(NC(=O)c2ccccc2F)o1	3	-5	1	10	-2	9	-4	6	0.6	2
CC(C)(C)c1ccc(C(=O)N/N=C2\C3CN4CCN(C3)CC2(c2ccccc2)C4)cc1	1	7	-2	10	0	6	-3	4	0.5	-1
CC(C)(C)c1ccc(OCCC(=O)Nc2cccc(S(=O)(=O)NC3=NCCCCC3)c2)cc1	-12	-6	1	-12	-1	-11	-2	-35	-0.9	-2
COc1cc(Cl)c(C)cc1NC(=O)c1ccc(NS(=O)(=O)c2ccc(F)c(F)c2)cc1	6	-17	3	3	3	-2	-1	-4	0.1	-1
Cc1cc(NC(=O)Cc2ccccc2C)no1	11	3	-1	-7	4	5	4	-3	-1.6	1
Fc1ccc(-c2nc3c(Cl)cc(C(F)(F)F)cn3c2Cc2ccccc2)cc1	-7	0	1	-23	7	-11	5	nt	-0.5	-3
Clc1ccc(Sc2cc(Cl)c(-c3ccccc3)nn2)cc1	3	4	0	-9	0	-2	-1	-39	-0.8	2
C[C@@H]1CN([C@H](C)CO)C(=O)c2cccc(NC(=O)Nc3ccc(F)cc3)c2O[C@H]1CN(C)C(=O)Nc1ccc(C(F)(F)F)cc1	-9	-6	2	-33	3	-10	1	-34	0.2	1
CCCCNc1cc(C)oc(=O)c1C(C)=O	3	-1	2	0	5	6	0	7	0.6	-2

Taken from above:
For UHRF1 binding, `CC(c1ccccc1)n1c(SCC(=O)N2CC(=O)Nc3ccccc32)nc2ccccc2c1=O` (centres undefined) reads -2
For ABHD4 inh, `C[C@@H]1CN([C@H](C)CO)C(=O)c2cccc(NC(=O)Nc3ccc(F)cc3)c2O[C@H]1CN(C)C(=O)Nc1ccc(C(F)(F)F)cc1` reads -33
For PG9 binder, `Cc1noc(C)c1S(=O)(=O)N(C)C[C@H]1Oc2c(NC(=O)C3CCCCC3)cccc2C(=O)N([C@H](C)CO)C[C@@H]1C` reads -3.0
For SIAE primary, `O=C(Cn1nnc(-c2ccncc2)n1)N1CCc2ccccc21` reads -1
For Tn7 DDE FP, `Cc1ccc(OCCCC(=O)Nc2ccc3c(c2)OCCO3)cc1` reads -1

7 entries drawn at random from those above, as already listed:
SMILES	TDP2 inh	Tn7 DDE FP	UHRF1 binding	ABHD4 inh	LEDGF integ inh	SIAE primary	TCR-CD3 inh	HTRA1 inhibitor	PG9 binder	PRMT1 FP inh
COc1ccccc1NS(=O)(=O)c1cc(C(=O)NCC(c2ccc(F)cc2)N2CCOCC2)ccc1C (centres undefined)	-2	-2	0	4	4	10	6	-4	1.6	2
COc1ccc(NC(=O)Nc2cc(F)ccc2C)cc1	7	2	-1	-3	2	20*	9	2	-0.3	-3
CCOC(=O)C1CCCN(C(=O)c2ccc3ncsc3c2)C1 (centres undefined)	5	5	0	2	4	0	5	2	0.2	4
Cc1noc(C)c1S(=O)(=O)N(C)C[C@H]1Oc2c(NC(=O)C3CCCCC3)cccc2C(=O)N([C@H](C)CO)C[C@@H]1C	-14	-8	4	-3	2	-6	-8	1	-3.0	-3
NC(N)=NC(N)=Nc1ccc(O)cc1	8	8	0	2	-1	8	3	2	0.5	3
COc1ccccc1-c1nnc(NC(=O)c2ccccc2F)o1	3	-5	1	10	-2	9	-4	6	0.6	2
COC(=O)c1ccc(/C=C/c2ccc3cccc(OC)c3n2)cc1	1	1	-3	-22	-1	-10	7	-33	2.9	-1
